Screens from PubChem BioAssay.
IMPase cell inh – membrane-permeable compound that blocks inositol monophosphatase; P97697; CHO-M1 cells, IP1 accumulation, HTRF TR-FRET ratio; inhibition (IP1 accumulation), % at 46.1 µM; 120,000 tested, under 10 active; active means well fitted curve in the direction sought with a large enough effect in the signal ratio, not every such curve was filed as active; inconclusive means small, poorly fitted or top-dose-only effect, or a change in a side signal; inactive means no such curve, though single readings can be large or run the other way; the % refers to the signal ratio;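 further: cells stimulated with carbachol in lithium chloride buffer; plate controls were DMSO basal wells for no effect and reference inhibitor wells for full effect; higher means more IMPase inhibition seen as more IP1 and lower FRET ratio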
Target sequence (P97697 whole entry, looked up): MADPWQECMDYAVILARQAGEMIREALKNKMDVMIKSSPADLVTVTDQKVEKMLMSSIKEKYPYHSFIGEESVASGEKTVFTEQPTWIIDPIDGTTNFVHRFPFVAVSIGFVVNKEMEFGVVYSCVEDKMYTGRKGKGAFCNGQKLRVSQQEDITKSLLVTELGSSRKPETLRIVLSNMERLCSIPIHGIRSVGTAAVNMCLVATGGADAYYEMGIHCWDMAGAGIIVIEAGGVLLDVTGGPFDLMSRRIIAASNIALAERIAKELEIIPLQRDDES
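Carbachol-driven Gq signalling in CHO-M1 cells (2000/well) generates IP1. Compounds that block IMPase raise IP1 and so reduce the FRET signal from Eu-anti-IP1 and d2-IP1 after a 10 min room-temperature lysis.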
ALOX12 inhib – 12-hLO (ALOX12) enzyme inhibition; P18054; purified 12-hLO, xylenol orange hydroperoxide absorbance; Potency, µM (highest dose often 57.1 µM), for the others: at the highest dose activity change, negative = inhibition, hits mostly inhibitors; hit rate 0.12% among 150,000; active means well fitted inhibition curve with a large enough effect; inconclusive means small, poorly fitted or top-dose-only effect; further: potency means the concentration at half of the fitted maximal effect; nearly all actives have a fitted effect of over 55% in size; many of its hits are not listed in these tables
Target sequence (P18054 whole entry, looked up): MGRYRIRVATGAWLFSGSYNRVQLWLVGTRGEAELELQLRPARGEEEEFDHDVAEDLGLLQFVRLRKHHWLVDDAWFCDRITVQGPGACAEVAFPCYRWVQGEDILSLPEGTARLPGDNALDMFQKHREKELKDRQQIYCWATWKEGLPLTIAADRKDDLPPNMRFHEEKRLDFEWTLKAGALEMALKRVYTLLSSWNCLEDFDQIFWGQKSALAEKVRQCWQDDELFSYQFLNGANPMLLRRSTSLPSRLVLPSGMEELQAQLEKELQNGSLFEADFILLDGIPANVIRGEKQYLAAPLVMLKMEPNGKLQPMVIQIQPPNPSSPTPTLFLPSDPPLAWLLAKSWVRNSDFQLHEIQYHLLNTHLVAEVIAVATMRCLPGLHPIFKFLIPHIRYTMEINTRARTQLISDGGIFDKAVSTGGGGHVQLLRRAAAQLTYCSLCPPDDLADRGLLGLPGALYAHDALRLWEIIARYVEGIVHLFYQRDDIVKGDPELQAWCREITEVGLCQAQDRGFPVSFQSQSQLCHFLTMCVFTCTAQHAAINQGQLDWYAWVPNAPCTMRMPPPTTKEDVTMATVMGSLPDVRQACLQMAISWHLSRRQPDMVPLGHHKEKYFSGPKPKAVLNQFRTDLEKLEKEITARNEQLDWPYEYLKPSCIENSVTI
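150 nM 12hLO, 25 mM Hepes pH 7.0 + 0.01% Triton X-100; cpd preinc 15 min RT; 40 uM arachidonic acid, 30 min RT; Fe-XO 30 min; A573/A405 ratio as read-out.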
Numbers without * were called inactive; ? = inconclusive; / = not tested or not shown; & = joins results of further samples; [ ] = another dose, or the depositor's remark. Unless noted, on the % scale 0 is the no-effect control and ±100 the full control effect. A portion of the library; count on the stated rates, not on these rows.

SMILES | IMPase cell inh | ALOX12 inhib
Cc1ccn2c(Nc3c(C)cccc3C)c(-c3ccc(Cl)s3)nc2c1 | -1.1 | /
CCOc1c(Br)cc(C2C=C(C(=O)O)Nc3ncnn32)cc1OC (stereo not given) | 5.1 | /
COc1cccc(OCCCn2c(-c3ccc(Cl)cc3)nc3ccccc3c2=O)c1 | -18.1 | /
COc1ccc(S(=O)(=O)N(CC(=O)NCCSc2ccccc2)c2ccc(Cl)cc2)cc1 | 6.1 | /
CCCCN(CC)c1ncnc2c1sc1nc(N3CCOCC3)c3c(c12)CCCC3 | -12.7 | /
Cc1cccc(-c2nc(SCC(=O)Nc3ccc4c(c3)OCO4)c(-c3ccccc3)[nH]2)c1 | 12.0 | /
O=S(=O)(Nc1ccc(Cl)cc1)c1ccc(NS(=O)(=O)c2ccc3c(c2)OCCO3)cc1 | 0.7 | /
Cc1ccc(-c2nnc(Nc3ccc(S(N)(=O)=O)cc3)c3ccccc23)cc1S(=O)(=O)N1CCOCC1 | -9.4 | /
CCc1ccc(NC(=O)Cn2nc(C(F)(F)F)c3c2CCCC3)cc1 | 2.4 | /
CCC(C)n1c(=N)c(C(=O)NCc2ccco2)cc2c(=O)n3cc(C)ccc3nc21 (stereo not given) | 18.0 | /
Cn1c(=O)c2c(nc(N3CCOCC3)n2Cc2cccc(Br)c2)n(C)c1=O | 8.5 | /
COc1ccc(-c2c(C#N)c(SCC(=O)Nc3ccccc3C)nc(C)c2C(=O)Nc2ccc(Cl)cc2)cc1 | -5.4 | /
Cn1c(Oc2cccc(Cl)c2)nc2c1c(=O)n(Cc1ccccc1Cl)c(=O)n2C | -0.8 | /
N#Cc1nc(COc2cccc(Cl)c2)oc1NCCc1ccccc1 | -0.6 | /
O=C(Cn1nnc(-c2ccccc2Cl)n1)Nc1ccc(Br)cc1 | -1.7 | /
CCOC(=O)c1cnc2c(Cl)c(Cl)ccc2c1NCCN1CCOCC1 | -11.2 | /
Cc1cccc(OCC(=O)Nc2ccc(-c3nc4ccccc4o3)cc2)c1C | -1.7 | /
Cc1cc(F)ccc1S(=O)(=O)Nc1cc2c(C(=O)O)c(C)oc2c2ccccc12 | -11.7 | /
COc1ccc(OC)c(S(=O)(=O)Nc2cc3c(C(C)=O)c(C)oc3c3ccccc23)c1 | 6.0 | /
Cc1cccc(N(CC(=O)NCCSc2ccc(Cl)cc2)S(=O)(=O)c2ccccc2)c1C | 17.7 | /
Cc1ccc(CN2C(=O)SC(Nc3ccccc3)C2=O)cc1 (stereo not given) | 4.6 | /
Cc1cccc(NC(=O)CSC2=Nc3ccccc3C3=NC(CCC(=O)NCc4ccc(F)cc4)C(=O)N23)c1 (stereo not given) | 1.0 | /
Cc1ccc(Oc2coc3cc(OCC(=O)NC4CCCCC4)ccc3c2=O)cc1 | -9.3 | /
COc1ccc(S(=O)(=O)N(C(=O)c2ccncc2)c2ccc3oc(C)c(C(C)=O)c3c2)cc1 | 13.6 | /

Given with values ahead of the structure: 6 of the compounds above
IMPase cell inh	ALOX12 inhib	Structure
2.4	/	CCc1ccc(NC(=O)Cn2nc(C(F)(F)F)c3c2CCCC3)cc1
18.0	/	CCC(C)n1c(=N)c(C(=O)NCc2ccco2)cc2c(=O)n3cc(C)ccc3nc21 (stereo not given)
8.5	/	Cn1c(=O)c2c(nc(N3CCOCC3)n2Cc2cccc(Br)c2)n(C)c1=O
-5.4	/	COc1ccc(-c2c(C#N)c(SCC(=O)Nc3ccccc3C)nc(C)c2C(=O)Nc2ccc(Cl)cc2)cc1
-0.8	/	Cn1c(Oc2cccc(Cl)c2)nc2c1c(=O)n(Cc1ccccc1Cl)c(=O)n2C
-0.6	/	N#Cc1nc(COc2cccc(Cl)c2)oc1NCCc1ccccc1

Back to the main list, starting 4 compounds before the break.
SMILES | IMPase cell inh | ALOX12 inhib
Cc1ccc(CN2C(=O)SC(Nc3ccccc3)C2=O)cc1 (stereo not given) | 4.6 | /
Cc1cccc(NC(=O)CSC2=Nc3ccccc3C3=NC(CCC(=O)NCc4ccc(F)cc4)C(=O)N23)c1 (stereo not given) | 1.0 | /
Cc1ccc(Oc2coc3cc(OCC(=O)NC4CCCCC4)ccc3c2=O)cc1 | -9.3 | /
COc1ccc(S(=O)(=O)N(C(=O)c2ccncc2)c2ccc3oc(C)c(C(C)=O)c3c2)cc1 | 13.6 | /
CCOc1cccc(C2c3c(oc4ccc(F)cc4c3=O)C(=O)N2c2cc(C)ccn2)c1 (stereo not given) | -1.8 | /
COc1cccc(-c2nc(SCC(=O)NC3CCCC3)c(-c3ccccc3)[nH]2)c1 | 11.0 | /
COc1ccc(NC(=O)c2ccco2)cc1NC(=O)COc1cc(C)cc(C)c1 | 10.0 | /
COc1cccc(C(=O)Nc2cccc(NC(=O)c3ccc(Cl)cc3Cl)c2)c1 | -11.4 | /
COc1ccc(NC(=O)c2sc3nc(C)c(C(=O)Nc4ccc(C)cc4C)c(-c4sccc4C)c3c2N)cc1 | 3.4 | /
Cc1cccc(Cn2c(COc3ccc(Cl)cc3)nc3ccccc32)c1 | 0.7 | /
CCOC(=O)c1ccc(Nc2nc3ccccc3nc2NS(=O)(=O)c2ccc(Cl)cc2)cc1 | -7.4 | /
CCOC(=O)c1ccc(-n2c(CCC(=O)O)ccc2-c2ccc(Br)cc2)cc1 | 23.3 | /
COc1cc(C2CC(=O)Nc3cc4c(cc32)OCO4)cc(OC)c1O (stereo not given) | 8.3 | /
Cc1ccccc1CSCCNC(=O)CN(c1ccccc1)S(=O)(=O)N(C)C | 9.4 | /
Cc1ccc(NC(=O)Cn2cc(S(=O)(=O)N3CCN(c4ccccc4F)CC3)c3ccccc3c2=O)cc1F | -6.8 | /
COc1ccc(CCNc2oc(COc3ccc(Cl)cc3)nc2C#N)cc1OC | 9.8 | /
COc1ccccc1N(CC(=O)NCCSCc1ccccc1)S(C)(=O)=O | 2.5 | /
O=C(NCCCN1CCN(c2ccc(F)cc2)CC1)Nc1ccccc1Cl | 4.9 | /
Fc1ccc(-c2cn3cc(Cc4ccccc4Cl)sc3n2)cc1 | -2.7 | /
CCn1c2ccccc2c2cc(NC(=O)COc3ccc(C)cc3C)ccc21 | 3.5 | /
CC(C)Cc1ccc(S(=O)(=O)Nc2ccc3[nH]c(=O)[nH]c3c2)cc1 | 7.5 | /
Clc1ccc(OCc2nc(-c3ccc(-n4cccc4)cc3)no2)cc1 | -1.5 | /
CN(C)c1ccc(NC(=O)CSc2nc(-c3ccco3)cc(C(F)(F)F)n2)cc1 | 1.0 | /
COc1ccc(-c2cc(C(F)(F)F)nc(SCC(=O)NCCc3ccccc3)n2)cc1 | ? | /
CCCCCn1c(NCc2ccc(OC)cc2)nc2ccccc21 | 18.7 | /
CC1=C(C(=O)OCC2CCCCC2)C(c2ccc(F)cc2F)CC(=O)N1 (stereo not given) | -1.1 | /
Cc1ccccc1C(=O)N1CCC(C(=O)Nc2ccc(F)cc2F)CC1 | 14.6 | /
CCOC(=O)c1cnc2ccc(OCC)cc2c1Nc1ccc(OCc2ccccc2Cl)cc1 | 4.1 | /
Cc1nn(-c2ccccc2)c(OC(=O)c2cccc(Br)c2)c1S(=O)(=O)c1ccccc1 | 12.0 | /
Cc1cccc(N(CC(=O)NCc2ccccc2)S(C)(=O)=O)c1C | -1.7 | /
Nc1c(C(=O)Nc2ccc(Br)cc2)sc2nc(-c3ccncc3)ccc12 | -1.0 | /
COc1ccc(-c2cc(-c3ccccc3)c(C#N)c(SCC(O)CS(=O)(=O)Cc3ccc(Cl)cc3)n2)cc1 (stereo not given) | -5.1 | /
N#Cc1c(C(F)(F)F)cc(-c2cccs2)nc1SCC(=O)Nc1cccc(Br)c1 | -1.9 | /
Cc1cc(-c2ccccc2)nc2cc(C(=O)Nc3ccc(Cl)c(Cl)c3)nn12 | -14.4 | /
CCCOc1ccc(C(=O)Nc2sc3c(c2C(=O)OCC)CCCCC3)cc1 | 2.9 | /
Fc1cccc(NCc2ccccc2-c2nnc(-c3ccccc3Cl)o2)c1 | 4.7 | /
COC(=O)N1C(/C=C/C=C/c2ccc(OC)cc2)=Cc2ccccc2C1CC(C)=O (stereo not given) | / | 1.6%[11.4 µM]
CC(C)C[C@@H](CC(=O)N[C@@H](CCC(=O)O)CC(=O)O)NC(=O)[C@@H]1CCCC[C@H]1NC(=O)C[C@@H](NC(=O)C[C@H](Cc1c[nH]c2ccccc12)NC(=O)[C@@H]1CCCC[C@H]1N)C(C)C | / | -0.7%
CCC(=O)OC1(C)C(=O)C2=COC(c3ccc(OC)cc3)=CC2=C(Br)C1=O (stereo not given) | / | -1.4%
COc1ccc(-c2cc(C(=O)N/N=C/c3ccc(O)cc3)[nH]n2)cc1 | / | 2.8%
CCCCCCCCCCCCCCCC(=O)N[C@@H](COP(=O)(O)O)C(=O)O | / | 2.3%
CCCCCCCCCCCCC/C=C/[C@@H](O)[C@H](CO)NCCCCCCCC | / | -1.9%
O=C(O)c1ccccc1NS(=O)(=O)c1cccc2ccccc12 | / | -9.7%
COCCN1C=C2C(=O)C(C)(OC(=O)CCc3ccccc3)C(=O)C=C2C=C1c1ccc(C#N)cc1 (stereo not given) | / | -2.0%[11.4 µM]
O=C(O)c1ccc(F)c(S(=O)(=O)Nc2cccc(F)c2)c1 | / | -3.1%
CC#CCN1c2ccccc2[C@]23C[C@@H](C(=O)OC)N(S(=O)(=O)c4cccs4)C2=NC(C(=O)OC)=C(C(=O)OC)[C@H]13 | / | -0.6%[11.4 µM]
COc1ccc(/C=N/NC(=O)c2cc(-c3ccc(Cl)cc3)n[nH]2)cc1OC | / | -3.5%
COC(=O)C1=C(C)N(Cc2ccccc2)C(=O)N[C@H]1c1ccco1 | / | -1.2%[11.4 µM]
C=CCN1c2ccccc2[C@]23C[C@@H](C(=O)OC)N(C(=O)c4cccs4)C2=NC(C(=O)OC)=C(C(=O)OC)[C@H]13 | / | 3.6%[11.4 µM]
COCCNC(=O)c1ccc(-n2c(=O)c(=O)[nH]c3ccccc32)cc1 | / | -5.9%
CCCCC/C=C\C/C=C\C/C=C\CCCCC(=O)O | / | -0.4%
CCCCc1nc2c(c3c1C[C@H](C)OC3)CN(C(=O)NCc1ccco1)CC2 | / | 2.2%[11.4 µM]
COC(=O)CCC(=O)OC1(C)C(=O)C=C2C=C(C3CC3)N(CC(C)C)C=C2C1=O (stereo not given) | / | -1.1%[11.4 µM]
COC(=O)C[C@H]1c2ccccc2C2=C(C[C@@H](C)[C@H]3C(=O)N(c4ccccc4)C(=O)[C@@H]23)N1C(=O)OC | / | 3.4%&2.4%[11.4 µM]
CCN1C(=O)N(S(=O)(=O)C(F)(F)F)[C@@H](c2ccccc2)C(C(=O)OC)=C1C | / | 5.4%[11.4 µM]
CC(C)C[C@@H](CC(=O)N[C@@H](CCCN)CC(=O)N[C@@H]1CCNC[C@H]1C(=O)N[C@H](CC(=O)N[C@@H](CCC(=O)O)CC(=O)O)CC(C)C)NC(=O)[C@@H]1CCCC[C@H]1N | / | 2.1%
CC1(OC(=O)C2CCCC2)C(=O)C=C2C=C(c3ccsc3)N(CCN3CCOCC3)C=C2C1=O (stereo not given) | / | -3.0%[11.4 µM]
C[C@H]1Cc2c(-c3ccccc3)nc3c(c2CO1)CN(C(=O)c1ccco1)CC3 | / | -1.9%[11.4 µM]
CCCCc1nc2c(c3c1C[C@H](C)OC3)CN(S(=O)(=O)c1ccc(C#N)cc1)CC2 | / | -0.4%[11.4 µM]
CCCCC[C@H](O)/C=C/[C@H]1OC(O)C[C@H](O)[C@@H]1C/C=C\CC(=O)O (stereo not given in full) | / | 0.1%
CCCCc1cc2c(cn1)=C(OC(=O)c1ccco1)C(C)(OC(=O)CC)C(=O)C=2 (stereo not given) | / | -1.6%[11.4 µM]
COCCN1C=C2C(=O)C(C)(OC(=O)CCC(=O)OC)C(=O)C(Br)=C2C=C1c1ccc(OC)cc1 (stereo not given) | / | 0.1%[11.4 µM]
